TNAP Pi inh = human TNAP enzyme inhibitors, primary screen, biochemical, colorimetric, phosphate release readout. Alkaline phosphatase, tissue-nonspecific isozyme (Homo sapiens), P05186. purified TNAP, pNPP, malachite green phosphate absorbance. inhibition, % at 20 µM. 21,000 tested, under 10 active. AID 614, 2007
Target sequence (P05186 whole entry, looked up): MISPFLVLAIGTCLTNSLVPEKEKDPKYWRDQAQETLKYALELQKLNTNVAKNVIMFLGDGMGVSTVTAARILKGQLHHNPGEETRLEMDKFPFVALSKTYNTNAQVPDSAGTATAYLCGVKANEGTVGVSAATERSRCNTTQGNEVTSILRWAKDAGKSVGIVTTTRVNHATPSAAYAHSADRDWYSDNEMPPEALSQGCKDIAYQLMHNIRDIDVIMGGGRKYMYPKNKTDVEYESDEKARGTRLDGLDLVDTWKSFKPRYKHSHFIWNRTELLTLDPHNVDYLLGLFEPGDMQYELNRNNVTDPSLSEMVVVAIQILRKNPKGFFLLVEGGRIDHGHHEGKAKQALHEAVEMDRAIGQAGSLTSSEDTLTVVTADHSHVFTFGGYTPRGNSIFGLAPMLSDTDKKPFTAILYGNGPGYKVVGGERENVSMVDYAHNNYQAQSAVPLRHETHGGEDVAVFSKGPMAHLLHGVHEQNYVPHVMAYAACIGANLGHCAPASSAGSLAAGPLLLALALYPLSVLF
TNAP inh pNP = human TNAP enzyme inhibitors, primary screen, biochemical, colorimetric, p-nitrophenol readout. Alkaline phosphatase, tissue-nonspecific isozyme (Homo sapiens), P05186. 21,000 tested, under 10 active. purified TNAP, pNPP hydrolysis, absorbance 405 nm. inhibition, % at 20 µM. AID 615, 2007;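 also: 0% = DMSO only wells and 100% = 1 mM levamisole wells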
Numbers without * were called inactive.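 The calls were made as follows: active = inhibition above 50% at the 20 µM single-dose screen; inactive = the rest.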 Some of the compounds tested; the hit share may differ from the screen's.

Values run as follows: TNAP Pi inh, TNAP inh pNP
> Cn1c(NCC(O)c2ccccc2)nc2c1c(=O)n(Cc1ccc(Cl)cc1)c(=O)n2C (centres undefined)
  0, 0
> Cc1cc(=O)oc2ccc(OCC(=O)N3CCc4ccccc43)cc12
  10, 5
> CCOc1ccccc1NC(=O)c1ccccc1-c1nc(-c2ccccc2)no1
  -67, -23
> Cc1nnc(SCC(=O)N2CCN(S(=O)(=O)c3ccc(Cl)cc3)CC2)[nH]c1=O
  4, 4
> Cc1cc(C)nc(SCc2nnc(SCC(=O)Nc3cc(C(F)(F)F)ccc3Cl)o2)n1
  2, 3
> CN(C)c1[nH]c(=O)c(C#N)c2c1CCN2Cc1ccccc1
  6, 0
> CN(c1cccc(NC(=O)Cc2ccccc2)c1)S(C)(=O)=O
  4, 4
> CCOC(=O)C1Cc2c([nH]c3ccccc23)C(C)N1 (centres undefined)
  13, 7
> Cc1cc(C(=O)NCc2ccccc2F)cs1
  9, 2
> COC(=O)c1ccc(OC(=O)c2ccco2)cc1
  7, 2
> COc1cc(C2NC(=O)NC(C)=C2C(=O)OC(C)(C)C)ccc1OCC(=O)O (centres undefined)
  7, 1
> O=C1c2ccccc2NC2CCCCC12 (centres undefined)
  6, 1
> O=C(Cn1c(-c2ccccc2)noc1=O)Nc1ccc(N2CCCCCC2)cc1
  8, 2
> CCOc1ccc(-c2nnc3sc(-c4ccccc4OC)nn23)cc1
  7, 2
> N#CC1C(=O)NC(N2CCN(c3ccccc3)CC2)=NC12CCCCC2 (centres undefined)
  9, 2
> Cc1ccc(C2C(C#N)=C(N)SC(N)=C2C#N)cc1
  0, -12
> O=C(/C=N/O)Nc1ccccc1C(=O)O
  11, 1
> Cn1nc(-c2ccccc2)c2nc3ccccc3nc21
  -14, 4
> CN(C)S(=O)(=O)c1cccc(-c2nnc(SCc3cc(Cl)cc4c3OCOC4)n2N)c1
  -4, -8
> N=c1c(C(=O)NCc2ccco2)cc2c(=O)n3ccccc3nc2n1Cc1ccc(Cl)cc1
  7, -16
> CCOc1ncccc1C(=O)OCC(=O)c1ccc[nH]1
  0, 0
> Nc1c(C(=O)NC2CCCC2)c2nc3ccccc3nc2n1N
  -3, -3
> O=c1c(O)c(-c2ccc3c(c2)OCO3)oc2ccccc12
  10, 3
> C=CCSc1nnc2c(n1)[nH]c1c(C)cccc12
  14, 3
> CCCCC(=O)NC(Nc1ccc(C)cn1)(C(=O)OCC)C(F)(F)F (centres undefined)
  6, 1
> CC[N+](C)(C)c1cccc(O)c1
  0, -2
> O=C(NCCCN1CCOCC1)c1cc2ccccc2oc1=O
  7, 1
> COc1cccc(/C=N/n2c(C)nc3ccccc3c2=O)c1O
  4, 0
> COC(=O)c1ccccc1NC(=O)CN1CCN(C23CC4CC(CC(C4)C2)C3)CC1
  -2, -8
> CC(C)c1nc(N2CCOCC2)c(C#N)c2c1CCCC2
  10, 7
> CCOP(=O)(c1ccccc1)c1nc(-c2ccccc2C)oc1N1CCCCC1 (centres undefined)
  9, 4
> CCN(CC)c1ccc(C2C(C(=O)OC)=C(C)NC(C)=C2C(=O)OC)cc1
  5, -1
> COc1ccc(-c2nnc(CSc3nnc(-c4ccncc4)n3C3CCCCC3)o2)cc1OC
  13, 2
> COc1ccc(-n2nc3ccccc3n2)cc1
  10, 4
> CCCOc1ccc(/C(O)=C2\C(=O)C(=O)N(CCCN(C)C)C23C(=O)N(C)c2ccccc23)cc1 (centres undefined)
  4, 1
> Cc1nnc2n(Cc3ccccc3)c(=O)c3c4c(sc3n12)CN(Cc1ccccc1)CC4
  0, 0
> N#C/C(=C1/CCCCCN1)c1nnc2n1CCCCC2
  5, 2
> Cc1cc(C)c2cc(CN(CCO)C(=O)Nc3ccc(Cl)cc3)c(=O)[nH]c2c1
  9, 6
> Cc1cc(C)n2cc(CSC3=NCCS3)nc2n1
  5, 4
> CCC(=O)N1CCN(C(=O)CC)C1c1ccccc1
  8, 2

Reprinted at random: six records from the list, in no set order.
Values run as follows: TNAP Pi inh, TNAP inh pNP
> CC[N+](C)(C)c1cccc(O)c1
  0, -2
> CC(C)c1nc(N2CCOCC2)c(C#N)c2c1CCCC2
  10, 7
> CCN(CC)c1ccc(C2C(C(=O)OC)=C(C)NC(C)=C2C(=O)OC)cc1
  5, -1
> COC(=O)c1ccccc1NC(=O)CN1CCN(C23CC4CC(CC(C4)C2)C3)CC1
  -2, -8
> CCOP(=O)(c1ccccc1)c1nc(-c2ccccc2C)oc1N1CCCCC1 (centres undefined)
  9, 4
> CCC(=O)N1CCN(C(=O)CC)C1c1ccccc1
  8, 2

Other compounds
Values run as follows: TNAP Pi inh, TNAP inh pNP
> Cc1ccc(Nc2nc(N)nc(CN3CCN(c4ccccc4F)CC3)n2)cc1
  7, 4
> CC1(C)Cc2c(C#N)c(NCCN3CCOCC3)nc(-c3ccco3)c2CO1
  0, 0
> Cn1c(=O)c2c(ncn2CC(O)CNc2ccc(Br)cc2)n(C)c1=O (centres undefined)
  5, 1
> CCC(C)[C@H](NC(=O)Nc1cccc(OC)c1)C(=O)OC (some centres undefined)
  7, 2
> CCCCCOc1ccccc1C(=O)NCCCC(=O)O
  0, 0
> NC(=O)c1cc(-c2ccccc2)nc(N2CCCCCC2)n1
  8, 5
> O=C(c1ncc[nH]1)c1ccco1
  -1, -3
> CC(C)CNS(=O)(=O)c1ccc(CCC(=O)O)cc1
  7, -1
> Cc1ccc(-n2c(CSc3nc(C)cc(C)n3)nnc2SCC(=O)NCc2ccco2)cc1
  -3, 7
> COc1cccc2cc(C(=O)Nc3cccc(C)n3)c(=O)oc12
  10, 2
> CCOC(=O)c1ccc(Nc2nc(C)cc(C)c2C#N)cc1
  10, 2
> CCCn1c(=O)c2ccccc2n2c(SCc3nnc(-c4ccccc4Br)o3)nnc12
  -1, 2
> O=C(O)c1oc2ccc(Br)cc2c1-n1cccc1
  8, 5
> Cc1cc(C(=O)OCC(=O)NCCc2ccccc2)c(C)o1
  0, 0
> COc1ccc(C)cc1S(=O)(=O)N(CC(=O)N1CCCC1)c1ccccc1
  0, 0
> O=C(NC1CSC/C1=N\O)c1ccccc1 (centres undefined)
  9, 4
> CCCOc1ccc(/C(O)=C2\C(=O)C(=O)N(CCCOC)C23C(=O)N(C)c2ccccc23)cc1 (centres undefined)
  6, 1
> CCSc1nc2ccccc2n1CC(=O)OC
  8, 3
> c1ccc(OCCCn2nnc(-c3ccc(N4CCOCC4)cc3)n2)cc1
  7, 5
> O=S(=O)(Nc1ccc(S(=O)(=O)N2CCCCC2)cc1)c1ccc(Br)s1
  -15, 7
> NC(CC(=O)OC1CCCCC1)C(=O)OC1CCCCC1 (centres undefined)
  7, -2
> CCOC(=O)N1CCN(Cc2cc(=O)oc3ccc(Cl)cc23)CC1
  5, 1
> Cc1onc(-c2ccccc2Cl)c1C(=O)N1CCN(c2nc3ccccc3s2)CC1
  8, -1
> CCNC(=O)c1nc[nH]c1C(=O)NCC
  15, 2
> Cn1c(N)c(C(=O)c2cc(-c3ccccn3)nc3ccccc23)c(=O)[nH]c1=O
  12, 3
> O=C(O)c1ccc(CNC(=O)c2ccc(Br)o2)cc1
  9, 3
> CCOC(=O)c1[nH]c2ccc(OC)cc2c1NS(=O)(=O)c1ccc(OC)cc1OC
  7, 8
> O=C(CN(CCN1CCOCC1)C(=O)Cn1nnc(-c2ccc(F)cc2)n1)NC1CCCCC1
  9, 4
> Cc1ccc2nc3c(cc2c1)c(NC(=O)c1cccnc1)nn3C
  5, -1
> O=C(Cn1c(=O)n(-c2cccc(Cl)c2)c(=O)n1CC(=O)N1CCCCC1)N1CCCCC1
  8, 1
> O=C(O)CCCC(=O)Nc1ccn(-c2ccccc2)n1
  0, 0
> COc1ccc2c(c1)C1(Nc3ccccc3C(=O)N1c1ccccc1)C(=O)N2 (centres undefined)
  4, 2
> O=C(CN1CCOCC1)Nc1nc(-c2ccc3c(c2)CCN3S(=O)(=O)c2ccccc2)cs1
  10, 0
> C=CCOc1c(Br)cc(CNn2nnnc2N)cc1OC
  7, 4
> Cc1ccc(S(=O)(=O)NCCCC(=O)C=[N+]=[N-])cc1
  8, 1
> CS(=O)(=O)N(CC(=O)NCc1cccnc1)Cc1ccc(Cl)cc1
  0, -15
> O=C1c2sc3nc4c(c(=O)n3c2C(=O)N1c1ccccc1)CCC4
  -9, 4
> CCCC(=O)c1c(NC)cc(C)oc1=O
  9, 5
> CN(C)c1ccc(-c2nn3c(-c4cccnc4)nnc3s2)cc1
  6, 1
> Cc1ccc(OCCOCCn2ccnc2)c(Br)c1
  10, 8
> COc1ccc(NC(=O)c2ccc(S(=O)(=O)N3CCOCC3)cc2)c(OC)c1
  7, 4
> Cc1cc(C)nc(N2CCCC(C(=O)NCCc3ccccc3F)C2)n1 (centres undefined)
  -7, 2
> CCOCCSC1=C(C#N)C(c2cccs2)C(C(C)=O)=C(C)N1 (centres undefined)
  0, 0
> CCCCn1c(NC(=O)c2ccccc2Cl)c(C#N)c2nc3ccccc3nc21
  5, 4
> CCc1nc2ccccc2n(CCOCCOCCn2c(=O)c(CC)nc3ccccc32)c1=O
  9, 4
> CCC(NC(=O)Nc1ncccc1C)(C(F)(F)F)C(F)(F)F
  -20, 0
> Fc1ccc(-c2nc3n(n2)Cc2ccccc2-3)cc1
  6, 1
> COCc1nnc(NC(=O)CSc2ccccc2)s1
  0, 0
> Cc1ccc(SCCC(=O)N2CCC(C(N)=O)CC2)cc1
  5, 2
> O=C(NCc1ccccc1)N(Cc1cc2cc3c(cc2[nH]c1=O)OCO3)CC1CCCO1 (centres undefined)
  -2, -14
> COc1cc(C2C(C(=O)c3ccc(C)o3)=C(O)C(=O)N2c2cc(C)on2)ccc1O (centres undefined)
  3, -7
> Nc1c(Br)cc2oc(-c3ccccc3)nc2c1Br
  -12, 2
> CCCCOc1ccc(C(=O)CCN2CCCCC2)cc1
  1, 2
> CCCc1cc(C(N)=O)c(NC(=O)c2cc(C)on2)s1
  1, -3
> COc1ccc2[nH]c(=O)c(CN(C(=O)c3ccccn3)c3ccccc3)cc2c1
  7, 6
> CCc1sc(C(=O)NC2CCN(C)CC2)cc1Br
  7, 4
> CC(=O)c1cc(CN2CCCCC2)cc(OC(C)C)c1
  6, 3
> Cc1cccc(-n2c(SCC(=O)Nc3nonc3C)nnc2-c2ccoc2C)c1
  2, -3
> c1ccc(-c2cc(N3CCOCC3)nc(-c3ccccc3)n2)cc1
  12, 4
> Cc1cccc2cc(C(c3nnnn3C3CCCC3)N3CCOCC3)c(=O)[nH]c12 (centres undefined)
  3, -1

(next part)
Values run as follows: TNAP Pi inh, TNAP inh pNP
> O=C(NCc1ccco1)Nc1ccc2snnc2c1
  -2, 2
> O=C(c1ccc2c(c1)OCCCO2)c1cccs1
  18, 5
> CC1CC(C)CN(c2ncnc3c2cnn3Cc2ccc(Cl)cc2)C1 (centres undefined)
  13, 6
> O=C1CCCc2nc(NCc3ccco3)ncc21
  9, 0
> O=C(Nc1cccc(-c2cn3ccsc3n2)c1)c1ccccc1
  2, 6
> N#Cc1c(NC(=O)CSc2nnnn2C2CCCCC2)sc2c1CCCC2
  -4, 2
> Cc1ccc(S(=O)(=O)NCc2ccco2)cc1C
  -6, -17
> O=C1C2C3C=CC([C@@H]2C(=O)N1c1nccs1)C31CC1 (some centres undefined)
  7, 2
> CC(C)N(Cc1nc(-c2ccc(Cl)cc2)no1)C(=O)c1cccs1
  9, 5
> CCOc1ccc(C(=O)CCN2CCCCCC2)cc1
  5, -2
> CCOc1ccc(-c2n[nH]c(C)c2Oc2ccc(OC)cc2)c(O)c1
  16, 1
> Oc1ccc(Br)cc1CNn1cnnc1
  -24, 3
> Cc1ccc(N2CC(C(=O)Nc3ccc(N(C)C)cc3)CC2=O)cc1C (centres undefined)
  1, 0
> COc1ccccc1Cc1noc(COc2cccc(C)c2C)n1
  -2, 1
> CCn1c(=O)c(C(C)=O)nc2ccccc21
  -10, 5
> COc1ccc2c(c1)Cc1sc(NC(=O)c3cccs3)nc1-2
  -7, -3
> Cn1c(=O)c2c(nc(N3CCC(C(N)=O)CC3)n2CCSc2nc3ccccc3s2)n(C)c1=O
  11, 7
> CCc1cc(C(=O)Cc2nc3ccccc3[nH]2)c(O)cc1O
  7, 6
> COc1ccccc1-c1nc(-c2ccncc2)no1
  7, 0
> O=C(O)CCCNS(=O)(=O)c1ccc(Br)s1
  18, 0
> CCOCc1nnc(NC(=O)CSCc2ccccc2)s1
  18, 2
> COc1cc(C(=O)Nc2cccc(-c3nc4cc(C)cc(C)c4o3)c2)cc(OC)c1OC
  8, 2
> O=C(O)c1ccc(COCC(F)(F)C(F)F)o1
  8, 3
> COc1ccccc1NC(=O)CN1CCC(n2nnc3cc(F)ccc32)CC1
  11, 2
> CCNC(=O)N1C(=O)C2(OCCO2)c2cc(Br)ccc21
  8, 4
> N=c1ccn(Cc2ccc(Cl)c(Cl)c2)cc1
  -1, 1
> Cn1cnnc1SCc1ccc(C(=O)n2ncc(C#N)c2N)cc1
  6, 2
> O=C(NCC1CCCCC1)C1CCN(C(=O)NC2CCCCC2)CC1
  7, 9
> O=S1(=O)CC(O)C(NCc2cccnc2)C1 (centres undefined)
  10, 0
> O=C(NCCN1CCN(c2ccccc2)CC1)c1cccc(Br)c1
  8, 6
> O=C(CCCOc1ccccc1)Nc1ccc2c(c1)OCCO2
  8, 6
> O=C(NCC(=O)N(c1ccccc1)C(C(=O)NC1CCCCC1)c1ccncc1)c1ccco1 (centres undefined)
  6, -1
> COC(=O)c1ccc(NC(=O)CN2CCN(c3ccccc3)CC2)cc1
  3, 5
> N#Cc1nc(Cc2cccc3ccccc23)oc1NCc1ccco1
  9, 7
> Cc1nc(N)c(C#N)c(-c2ccccc2)c1C
  11, 4
> O=C(NCSC1=NCCS1)c1ccccc1
  9, 6
> Cc1ccc(S(=O)(=O)N2CCC(C(=O)N3CCC[C@H]3C(=O)NC3CCS(=O)(=O)C3)CC2)cc1 (some centres undefined)
  10, 2

High-throughput results deposited in PubChem BioAssay by Sanford-Burnham Center for Chemical Genomics.
